# Screening data (PubChem BioAssay)
# T cell HTS: modulators of CD8 T cell-vesicle binding, primary screen, mouse 2C CD8+ T cells, flow cytometry; calls only at 7 µM; 2C CD8+ T cell-vesicle binding; stronger effect = lower value; 330,000 tested, 0.068% active;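 active = response, share of CD8 T cells binding vesicles, and their 90th percentile fluorescence all below set limits, cut at about 80% in these data, passing the limit was not always enough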
#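 Material: 2C TCR transgenic mouse naive CD8+ T cells, MACS-purified. Also added: QL9-charged Drosophila Ld/ICAM-1/B7-1 vesicles. Timing: binding 1.5 h at 37 °C. Measured by: high-throughput flow cytometry with anti-B7-1 and anti-CD8 staining. Read-out: percent CD8+ FL2 mean versus row control. Controls: Unloaded micro-vesicles (low), QL9 vesicles with 0.7% DMSO (high).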
# Dynein transport: inhibitors of GR-EGFP nuclear translocation, primary screen, dynein cargo transport inhibitor project, imaging, high-content, 3617.4 mouse cells; test concentration mostly 20 µM; stimulated with dexamethasone, 1 µM; stronger effect = lower value; z-score, hits read low; 220,000 tested, 0.47% active; AID 1381, 2008;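 active = plate z-score of nuclear minus cytoplasmic receptor signal below a set negative limit, without overly bright fluorescence or cell loss, cut at about -3.5 in these data, passing the limit was not always enough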;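 note: z-score of nuclear minus cytoplasmic ring GR-EGFP intensity difference per well; some compounds called inactive have numbers as strong as hits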
#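 Also added – dexamethasone, 1.0 µM final · Buffer or medium – tet-free, stripped-serum medium · Schedule – induction 48 h, compound 1 h, agonist 30 min · Detection – formaldehyde fixation, Hoechst nuclear stain, 10x automated fluorescence imaging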
# bCat nuc transl: modulators of beta-catenin nuclear translocation, primary screen, imaging, HeLa cells, immunofluorescence, high-content; 190,000 tested, 0.3% active; AID 1665, 2009; nuclear translocation activity, % at 5 µM;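 active = nuclear translocation activity above 50% at 5 µM, with a well cell count of 50 or more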;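 note: per-cell ratio of nuclear to cytoplasmic median beta-catenin stain intensity; plate controls were DMSO negative control for no effect and GSK-3 inhibitor IX positive control for full effect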
#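 Test system: human HeLa cells, endogenous beta-catenin. Times: 24 h compound exposure, 37°C. Measured by: beta-catenin immunofluorescence imaging with DAPI.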
# Hep lipid drop: inhibitors of hepatocyte lipid droplet formation, primary screen, imaging, high-throughput imaging, BODIPY stain | AID 1656, 2009 | inhibition, % at 6.5 µM | AML12 mouse hepatocytes, oleate lipid droplets | 240,000 tested, 0.4% active;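 active = lipid droplet intensity inhibited by at least 50%, with more than 500 cells counted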
#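 Material: mouse AML12 hepatocyte cell line, fixed after treatment; Timing: compound with oleate, overnight; Technique: high-content imaging of BODIPY-stained droplets and DAPI nuclei; Probe or stimulus: oleate, 100 µM final; Dosing: compound at 6.5 µM only.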
# human PMI inhibition: inhibitors of human PMI, primary screen, biochemical, fluorescence intensity, coupled assay (AID 1209); Mannose-6-phosphate isomerase (Homo sapiens); purified PMI enzyme, coupled fluorescence intensity; higher % means a stronger effect; inhibition, % at 20 µM; hits with a dose series show IC50 in µM; 190,000 tested, 0.42% active; in the data active = inhibition above about 50%;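 note: plate controls were DMSO vehicle for no effect and wells lacking substrate for full effect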
# MT stabilize HCS: microtubule stabilizers in HeLa cells, primary screen, imaging, high-content imaging | HeLa tubulin immunostaining HCS, 24 h; share of cells brighter than vehicle mean+2SD | % tubulin-high responders, % at 10 µM | 200,000 tested, 0.83% active | AID 2205, 2009;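 active = plate Z-score above 3 for both tubulin-high and condensed-nucleus cell shares, with cell loss under 80%, at 10 µM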;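 note: anti alpha tubulin signal scored within the nucleus-defined area of each cell; some results filed as inactive read as strong as hits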
# TNAP activators: human TNAP enzyme activators, primary screen, biochemical, luminescent, no phosphate acceptor, uHTS (AID 1001); 200,000 tested, 0.03% active; purified TNAP, luminescent activation assay, no phosphate acceptor; higher activation fold means a stronger effect; Alkaline phosphatase, tissue-nonspecific isozyme (Homo sapiens); activation fold at 20 µM; hits with a dose series show EC50 in µM; in the data active = activation fold from about 3, or a potency from the dose series; inactive = the rest, 99 in 100 with activation fold below about 1.6; note: many of its hits are not listed in these tables
# Ins promoter up: insulin promoter activators in MIN6 cells, imaging, high-content screening, mouse beta cells | MIN6 insulin promoter-GFP reporter; stronger effect = higher value | z-score at 5 µM | 190,000 tested, 0.3% active | AID 1625, 2009;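 active = z-score above 3 at 5 µM with at least 500 cells counted in the well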
# Myeloid diff MLP: induction of myeloid progenitor differentiation, primary screen, cell-based, flow cytometry, MLPCN library; AID 624256, 2012; ER-HoxA9 myeloid progenitors, lysozyme-GFP differentiation; 360,000 tested, 1% active; calls only at 10 µM;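 active = normalized GFP-positive differentiation at or above the plate's own cutoff, the solvent-only control mean plus 3 SD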;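 note: cells exposed to compound for four days before flow analysis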
# Dynein transport cytoplasmic EGFP: further read-out of Dynein transport, marked with its call; z-score; measured here: cytoplasmic GR-EGFP intensity; stronger effect = higher value
# Dynein transport nuclear GR-EGFP: further read-out of Dynein transport, marked with its call; z-score; measured here: nuclear GR-EGFP intensity;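 lower value marks the stronger effect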
# Dynein transport cell count: recorded beside Dynein transport, whose call it bears; z-score; measured here: cell count per field
# Ins promoter up cell count: also measured in Ins promoter up; calls as there; cell count; measured here: cytotoxicity, nuclei count;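 total cells summed across four imaged fields per well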
# Hep lipid drop cells 6.5 µM: second read-out of Hep lipid drop, no call of its own (marks repeat the call); cell count; measured here: cell count, cytotoxicity flag;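 cells counted across two imaged fields per well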
# bCat nuc transl cell count 5 µM: recorded beside bCat nuc transl, whose call it bears; cell count; measured here: cell count, cytotoxicity flag
# T cell HTS vesicle-bound %: also measured in T cell HTS; calls as there; double positive events, %; measured here: CD8+ vesicle-bound cell fraction;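 binding gate set so that unloaded-vesicle control wells show 10% double positive cells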
# MT stabilize HCS Hoechst-high %: second read-out of MT stabilize HCS, no call of its own (marks repeat the call); % Hoechst-high responders; measured here: nuclear condensation Hoechst responders;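 share of cells brighter than vehicle mean plus two SD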
# MT stabilize HCS cytotoxicity %: further read-out of MT stabilize HCS, marked with its call; toxicity, %; measured here: cytotoxicity by cell density;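 0% = mean cell density of plate MIN control wells and 100% = no cells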
# Myeloid diff MLP GFP+ MAC1+ %: further read-out of Myeloid diff MLP, marked with its call; GFP+ MAC1+ double positive, %; measured here: differentiation confirmed by MAC1 staining
# * hit, by the source's call; i = inactive; · = no result given; + = active, no number.
SMILES,T cell HTS,T cell HTS vesicle-bound %,Dynein transport,Dynein transport cytoplasmic EGFP,Dynein transport nuclear GR-EGFP,Dynein transport cell count,bCat nuc transl,bCat nuc transl cell count 5 µM,Hep lipid drop,Hep lipid drop cells 6.5 µM,human PMI inhibition,MT stabilize HCS,MT stabilize HCS Hoechst-high %,MT stabilize HCS cytotoxicity %,TNAP activators,Ins promoter up,Ins promoter up cell count,Myeloid diff MLP,Myeloid diff MLP GFP+ MAC1+ %
CCOC(=O)c1sc(NC(=O)CSc2ncn[nH]2)c(C#N)c1C,+,14*,-0.54,-0.18,-0.28,0.97,1.1,1121,-3,749,24%,3.5,2.6,5.4,1,-0.31,1272,i,1.9
CCCn1cc(S(=O)(=O)CC(=O)Nc2ccc(OCC)cc2)c2ccccc21,i,27,-1.4,-0.2,-0.61,0.48,2.8,1122,-11,742,21%,7.8,1.8,8.4,1.1,1.4,1342,i,0.6
O=C(NCc1ccc(Cl)cc1)c1ccc(CNc2c(N3CCCC3)c(=O)c2=O)cc1,+,8.3*,1.5,0.0036,1.7,-2.6,-0.2,1354,0,655,·,·,·,·,·,0.21,1044,i,0.3
CCOC(=O)N1CCC(N2C(=O)c3ccccc3C2Nc2ccc3c(C)cc(=O)oc3c2)CC1 (stereo not drawn),i,23,-1.3,-0.26,-0.62,0.37,-1.4,1114,18,672,-1%,3.1,2.0,3.3,1,·,·,i,4.2
COc1ccc(C2=NN(c3nc(C(=O)O)cs3)C(O)(C(F)(F)F)C2)c(OC)c1 (stereo not drawn),i,38,-0.88,-0.33,-0.27,0.26,-2.5,1080,16,716,0%,3.9,3.4,6.8,1.1,0.31,1165,i,0.1
CC(=O)NC(CC(=O)NC1CCCCC1)c1ccccc1 (stereo not drawn),i,53,-0.55,-0.26,-0.071,0.34,-3.2,1194,-16,693,3%,3.0,3.9,7.0,1.1,-0.82,1512,i,0.6
COc1cccc(NC(=O)c2cc([N+](=O)[O-])ccc2N2CCN(C)CC2)c1,i,41,0.22,-0.093,0.017,-0.77,0.1,1552,-21,604,·,1.3,1.6,2.7,1,·,·,i,0.1
COc1ccc(OC)c(/C=N/NC(=O)c2ccc3nc[nH]c3c2)c1,i,56,-0.89,-0.29,-0.45,0.94,-4.9,1255,-1,730,·,·,·,·,·,-0.55,1352,i,1.2
COC(=O)c1[nH]c(C)c(/C(O)=C2\C(=O)C(=O)N(CCN(C)C)C2c2ccc(OC)cc2)c1C (stereo not drawn),·,·,·,·,·,·,-4.0,906,·,·,2%,·,·,·,1.1,-0.16,1308,·,·
CCOc1ccc(N=C2C(=O)N(CN3CCOCC3)c3ccccc32)cc1,i,43,-1.3,0.038,-0.89,0.37,-4.9,932,·,·,13%,2.8,1.4,1.0,0.9,0.18,1131,i,1.5
Cc1cccc2cc(CN(Cc3nnnn3C3CCCC3)C3CCCCC3)c(=O)[nH]c12,i,36,-0.46,-0.25,-0.016,-0.29,·,·,·,·,·,1.3,1.5,6.0,·,·,·,i,0.3
CC(C(=O)Nc1ccccc1F)N1C(=O)c2ccccc2C1=O (stereo not drawn),i,22,-0.92,-0.49,-0.19,0.78,-5.4,918,·,·,9%,2.9,1.5,5.1,1.1,1.1,1368,i,0.7
Cc1ccc(C)c(C(=O)CN2C3=NCCCN3c3ccccc32)c1,i,9,1.2,0.073,-0.31,-0.78,0.8,1404,·,·,17%,3.5,2.7,2.8,1,-0.23,1417,i,4.6
O=C(CSc1nnc2ccccn12)Nc1ccccc1C(=O)O,i,60,1.6,-0.36,0.27,-0.77,·,·,-3,799,-30%,2.3,2.4,5.9,1.1,0.39,1179,i,0.3
O=C(NCCN1CCOCC1)c1cccs1,i,50,-0.43,-0.17,-0.37,0.44,-0.6,780,·,·,0%,0.9,0.8,11,1.1,1.1,1116,i,1.0
COc1ccc(NC(=S)N2CCc3cc(OC)c(OC)cc3C2)cc1,i,35,0.66,-0.21,0.23,-0.24,-0.4,1307,14,709,·,·,·,·,·,0.07,1113,i,0.7
Cc1ccc(NC(=O)Nc2cc(S(=O)(=O)N(C)C)ccc2C)cc1,i,44,0.98,0.032,0.78,-1.5,-5.0,1074,-14,684,2%,5.7,2.2,12,1.3,-0.24,1498,i,0.2
CC1CCCN(C(=O)c2sc3cc([N+](=O)[O-])ccc3c2Cl)C1 (stereo not drawn),i,42,-0.34,-0.22,-0.27,0.35,-0.8,1287,·,·,-1%,2.1,1.2,6.6,1,-0.17,1663,i,0.9
COc1ccccc1N1CCN(C(=O)c2ccc([N+](=O)[O-])s2)CC1,i,44,0.14,-0.19,-0.09,0.11,-0.5,1114,2,664,21%,4.3,2.7,6.6,1.1,0.15,1408,i,1.1
O=C(CN(C(=O)CCC(=O)Nc1ccccn1)c1ccc2c(c1)OCCO2)NCCc1ccccc1,i,18,·,·,·,·,2.2,1119,·,·,0%,·,·,·,1.1,-0.68,1178,i,0.2
Nc1ccc(-c2nc3ncccc3o2)c(Cl)c1,i,64,-0.94,-0.34,-0.54,1.1,0.9,1373,-7,735,0%,6.5,2.4,0.5,1.1,0.28,1459,i,0.5
O=C(Cc1c[nH]c2ccccc12)NC1(C(=O)NC2CCCCC2)CCCCC1,i,54,-0.71,-0.29,0.16,0.95,-2.0,997,-1,685,-4%,2.3,1.6,4.6,1.6,-0.11,1685,i,0.4
O=C(Oc1ccccc1N1C(=O)C2CCCCC2C1=O)c1ccc(Cl)cc1 (stereo not drawn),i,34,-0.032,-0.17,0.12,1.7,-2.8,1162,-13,765,16%,2.1,2.1,12,1.1,1,1260,i,0.8
COc1ccc(NS(=O)(=O)c2ccc(NC(=S)NC(=O)c3cccnc3)cc2)nn1,i,61,0.13,-0.4,-0.55,0.98,2.2,1005,3,713,-5%,2.7,1.8,8.5,1.1,1.1,1179,i,0.0
O=C(c1ccc(NS(=O)(=O)c2cccs2)cc1)N1CCCCC1,i,22,0.28,-0.25,0.38,2,·,·,49,716,9%,1.3,1.4,3.0,1.1,·,·,i,1.5
C/C(=N\NC(=O)c1cc(Br)ccc1O)c1cccs1,i,63,-0.65,-0.19,-0.29,-0.19,-0.1,1005,-2,689,0%,2.1,2.2,9.9,1.1,-0.51,1599,i,0.7
Cc1ccn2c(/C=N/OCc3cccc(F)c3)c(-c3ccc(Cl)cc3)nc2c1,i,38,0.32,-0.38,0.3,0.89,·,·,·,·,3%,1.7,1.9,12,1,·,·,i,0.2
Cc1cccc(C)c1OCC(=O)Nc1ccc(S(=O)(=O)Nc2ccccn2)cc1,i,38,-0.4,-0.28,-0.33,0.47,0.6,1139,-10,653,2%,1.7,3.5,6.3,1.2,0.06,1513,i,0.4
CCN1CCCC1CNC(=O)Cn1cccc1C(=O)c1ccccc1C (stereo not drawn),i,57,-1,-0.12,-0.37,0.19,1.5,1373,·,·,4%,3.3,1.6,1.6,1.1,-1.3,1083,i,0.8
COc1ccccc1NC(=O)COC(=O)CNC(=O)c1ccc(OC)c(OC)c1,i,31,-1.2,-0.3,-0.39,0.53,-2.7,1112,2,750,13%,5.8,3.3,4.5,1,·,·,i,0.7
COc1ccc(CC(=O)NCc2cccs2)cc1,i,35,1.7,-0.01,1,-0.83,54*,323*,-21,693,14%,43*,20*,46*,1.1,0.04,1163,i,1.4
CC(C)n1nc(C(=O)Nc2cccc(S(=O)(=O)NCc3ccco3)c2)c2ccccc2c1=O,i,31,0.14,-0.75,-0.12,-0.43,-0.6,1436,3,719,·,·,·,·,·,-0.14,1021,i,1.0

# 3 structures already listed, arranged by length of the SMILES, falling.
SMILES,T cell HTS,T cell HTS vesicle-bound %,Dynein transport,Dynein transport cytoplasmic EGFP,Dynein transport nuclear GR-EGFP,Dynein transport cell count,bCat nuc transl,bCat nuc transl cell count 5 µM,Hep lipid drop,Hep lipid drop cells 6.5 µM,human PMI inhibition,MT stabilize HCS,MT stabilize HCS Hoechst-high %,MT stabilize HCS cytotoxicity %,TNAP activators,Ins promoter up,Ins promoter up cell count,Myeloid diff MLP,Myeloid diff MLP GFP+ MAC1+ %
COc1ccc(NS(=O)(=O)c2ccc(NC(=S)NC(=O)c3cccnc3)cc2)nn1,i,61,0.13,-0.4,-0.55,0.98,2.2,1005,3,713,-5%,2.7,1.8,8.5,1.1,1.1,1179,i,0.0
Cc1cccc(C)c1OCC(=O)Nc1ccc(S(=O)(=O)Nc2ccccn2)cc1,i,38,-0.4,-0.28,-0.33,0.47,0.6,1139,-10,653,2%,1.7,3.5,6.3,1.2,0.06,1513,i,0.4
COc1ccccc1NC(=O)COC(=O)CNC(=O)c1ccc(OC)c(OC)c1,i,31,-1.2,-0.3,-0.39,0.53,-2.7,1112,2,750,13%,5.8,3.3,4.5,1,·,·,i,0.7
